mouse IAP activators = mouse intestinal phosphatase enzyme activation – biochemical, luminescence, single concentration, confirmation (AID 434970); purified mouse IAP, CDP-Star luminescence, 30 min; stronger effect = lower value; activity change, negative = activation, % at 10 µM; hit rate 2.9% among 11,000; in the data active means activity change below about -85%;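 further: percent relative to enzyme plus DMSO wells and wells without enzyme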
mouse IAP activators Fold change = further read-out of mouse IAP activators, marked with its call; activation factor; measured here: IAP activation factor; stronger effect = higher value;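 fold luminescence change scaled to plate control wells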
Numbers without * were called inactive.

| SMILES | mouse IAP activators Fold change | mouse IAP activators |
| --- | --- | --- |
| Cc1ccc(NC(=O)Cn2c(=O)n(Cc3ccco3)c(=O)c3ccccc32)c(C)c1 | 1 | -2 |
| CCCc1cc(=O)oc2c(CN3CCCC3)c(O)ccc12 | 0.91 | 9 |
| CCOc1ccc(C2OC34CCCCC3C(C#N)(C#N)C2(C#N)C(=N)O4)cc1OC (stereo unspecified) | 0.89 | 11 |
| COC(=O)CSc1nnc(-c2ccc3c(c2)OCO3)n1C | 1 | -2 |
| COc1cc(OC)c2c(-c3cccc(-c4ccoc4)c3)cc(=O)oc2c1 | 0.94 | 6 |
| COc1ccc(CN(CCC(C)C)S(=O)(=O)c2ccccc2Br)cc1 | 1.1 | -10 |
| CCC(C)NC(=O)C1c2ccccc2C(=O)N(c2ccc(OC)cc2)C1c1ccc(OC)cc1 (stereo unspecified) | 1.1 | -7 |
| COc1ccccc1CC(=O)N(CCC#N)CCC#N | 0.91 | 9 |
| O=C(Nc1ccc2oc(-c3ccncc3)nc2c1)c1c(F)c(F)c(F)c(F)c1F | 0.99 | 1 |
| O=C(CCS(=O)(=O)c1ccc(Cl)cc1)N1CCN(S(=O)(=O)c2cccs2)CC1 | 1 | -2 |
| COCCCNC(=O)C[C@H]1C[C@H](C(=O)N2CCOCC2)[C@@]2(C)c3[nH]c4cc(-c5ccco5)ccc4c3CCN2C1=O | 1.2 | -17 |
| CCOc1ccc(NC(=O)c2cccc(OC(=S)N3CCC(C)CC3)c2)cc1 | 1.2 | -16 |
| FC(F)(F)c1cccc(NC(=S)NCc2ccc(Cl)cc2)c1 | 1.2 | -18 |
| CCN(CC)S(=O)(=O)c1ccc(-c2nnco2)cc1 | 1 | -4 |
| CC(=O)n1nc(-c2ccccc2)nc1NCc1ccc(F)cc1 | 1 | 0 |
| CCCCNC(=O)C1C2C=CC3(CN(Cc4ccc(C)cc4)C(=O)C13)O2 (stereo unspecified) | 0.99 | 1 |
| O=C(CSc1ncccn1)NCc1ccccc1 | 1 | -2 |
| CS(=O)(=O)N(CC(=O)N1CCCCC1)c1sc2c(c1C#N)CCCC2 | 1 | -4 |
| Cn1c(SCC(=O)NCc2cccs2)nnc1-c1ccncc1 | 1 | -3 |
| COc1ccc(/C=C/C(=O)c2ccc3c(c2)OCCO3)cc1[N+](=O)[O-] | 0.97 | 3 |
| Cc1ccc(NC(=O)NCCSc2ccc(C)cc2)cc1 | 1.5 | -48 |
| CCN1CCN(Cc2c(C)[nH]c3ccc(C(=O)OC)cc3c2=O)CC1 | 0.94 | 6 |
| CCOCCCNC(=O)C(c1ccccc1)N(Cc1ccc2c(c1)OCO2)C(=O)CNC(C)=O (stereo unspecified) | 1.1 | -9 |
| CC(C)N(C(=O)[C@H]1C[C@H](CC(=O)NCC23CC4CC(CC(C4)C2)C3)C(=O)N2CCc3c([nH]c4ccc(Cl)cc34)[C@]12C)C(C)C | 1.3 | -32 |
| CCc1ccc2nc(NC(=O)CSCc3c(C)noc3C)sc2c1 | 1 | -4 |
| CC(=O)c1sc(Nc2nc(C)cc(C)n2)nc1C | 0.93 | 7 |
| CCON1C(=O)CN(C(=O)OC)C1c1ccc(Cl)cc1Cl (stereo unspecified) | 0.96 | 4 |
| COC(=O)CCCCCCCCC(=O)Nc1nc2ccccc2s1 | 0.9 | 10 |
| CCCCC(=Nc1ccc(N)cc1)C1=C(O)C(C(=O)OC)C(C)(C)CC1=O (stereo unspecified) | 0.83 | 17 |
| O=c1[nH]c(NC2CCCCC2)nnc1Cc1ccccc1 | 1 | -4 |
| CCCS(=O)(=O)N1CCN(S(=O)(=O)c2ccccc2)CC1 | 0.95 | 5 |
| Cc1occc1-c1nnc(SCC(=O)N2CCOCC2)n1Cc1ccco1 | 1 | -2 |
| COc1cc(C(=O)Nc2ccccc2-c2nnn(CC(N)=O)n2)cc(OC)c1OC | 1.1 | -8 |
| CCN(CC)c1ccc(C2C(C(=O)Nc3ccccn3)=C(C)NC3=C2C(=O)CC(C)(C)C3)cc1 (stereo unspecified) | 1 | -5 |
| Cc1ccccc1OCC(=O)N/N=C/c1cc2ccccc2nc1Cl | 0.93 | 7 |
| CCC1CCC(C(=O)NNC(=O)c2cc(-c3ccco3)[nH]n2)CC1 (stereo unspecified) | 0.4 | 60 |
| CCOC(=O)N1CCC(NC(=O)c2sc3nc4n(c(=O)c3c2C)CCCC4)CC1 | 1 | -1 |
| CNC(=O)/C(C#N)=C/c1ccc(-c2ccc(OC)cc2[N+](=O)[O-])o1 | 0.89 | 11 |
| CCN(CC)CCN1C(=O)C(O)=C(C(=O)c2sc(C)nc2C)C1c1cccnc1 (stereo unspecified) | 1.1 | -10 |
| C#CCOCCOCCOCCNc1nc(N2CCN(C(=O)CCCCCCCCCCNC(=O)[C@H]([C@@H](C)CC)n3cc(CCCCN=C(N)N)nn3)CC2)nc(N2CCN(C(=O)CCCCCCCCCCNC(=O)[C@H](CCCN=C(N)N)n3cc(C[C@@H](C)CC)nn3)CC2)n1 | 9.5* | -852* |
| Clc1nc(-c2n[nH]nc2Cl)n[nH]1 | 0.93 | 7 |
| CCOC(=O)c1c(-c2ccncc2)csc1N | 0.84 | 16 |
| O=C(CCC1CCCCC1)Nc1ncn[nH]1 | 1.2 | -18 |
| O=C1CSC(=S)N1/N=C/c1ccc(O)c(O)c1O | 0.12 | 88 |
| CC(C)CC(=O)Nc1nc2c(c(=O)[nH]1)CCCC2 | 1.1 | -10 |
| Cc1cccc(C)c1NC(=O)CSCc1cccc(CSCC(=O)Nc2c(C)cccc2C)n1 | 1 | -1 |
| COCCCNC(=O)C[C@H]1C[C@H](C(=O)N2CCCCC2)[C@@]2(CCc3ccccc3)c3[nH]c4ccc(Cl)cc4c3CCN2C1=O | 1.2 | -20 |
| Cc1nnc(SCc2ccccc2Cl)n1CC1CCCO1 (stereo unspecified) | 0.94 | 6 |
| Cc1ccc(C)c(NS(=O)(=O)c2ccc3[nH]c(=O)oc3c2)c1 | 0.11 | 89 |
| CCOC(=O)c1c(C)n(C)c2ccc(OC)c(NC(=O)CN3CCN(Cc4ccccc4)CC3)c12 | 1 | -4 |

New compounds follow:
| SMILES | mouse IAP activators Fold change | mouse IAP activators |
| --- | --- | --- |
| CCn1cc(C(=O)N2CCCc3ccccc32)c2cc(OC)c(OC)cc2c1=O | 1.3 | -31 |
| CSCC[C@H](NC(=O)C1CCN(S(=O)(=O)c2ccc(C)cc2)CC1)C(=O)NCc1ccco1 | 1.2 | -17 |
| Cc1ccc(/C=C/C2=Cc3c(sc(NC(=O)CSc4n[nH]c(N)n4)c3C#N)C(C)(C)C2)o1 | 0.49 | 51 |
| Cc1ccc(-c2nc3nc4ccccc4nc3n2Cc2ccco2)cc1 | 0.89 | 11 |
| CC1=NN(/C(=N\c2nnc(C)s2)Nc2ccc(C(C)(C)C)cc2)[C@H](c2ccc(C)cc2)S1 | 0.98 | 2 |
| Cc1cccc(Nc2nc(N)nc(CSc3nccc(C)n3)n2)c1 | 0.96 | 4 |
| COc1ccc(C2C(C(=O)N3CCCC3)CC(=O)N2c2ccc(OC)cc2)cc1 (stereo unspecified) | 0.92 | 8 |
| Cc1ccc2[nH]c3c(NCc4ccccc4)ncnc3c2c1 | 2.5* | -149* |
| Cc1nn2c(-c3cccc(NC(=O)c4ccco4)c3)nnc2c2ccccc12 | 0.99 | 1 |
| Cc1ccc(NC(=O)C(Cc2ccccc2)NC(=O)OCc2ccccc2)cc1C (stereo unspecified) | 1.4 | -38 |
| N#Cc1c(SCC(=O)Nc2nncs2)sc2c(O)cc(=O)[nH]c12 | 0.3 | 70 |
| CCOC(=O)C1=C(C)N(C[C@@H]2CC[C@@H](Cc3ccc(-c4ccccc4)cc3)O2)C(=O)NC1C1CC1 (stereo partly specified) | 0.92 | 8 |
| CC(=O)N1CCCc2cc(S(=O)(=O)NCCC3=CCCCC3)ccc21 | 1 | 0 |
| Cn1c(=O)cc(SCC(=O)N2CCN(c3ccccn3)CC2)c2ccccc21 | 1.1 | -5 |
| CC(C)Nc1ncnc2c1nnn2Cc1ccccc1 | 1 | 0 |
| COc1cc(OC)c(C(=O)NC2CCCCCC2)cc1OC | 1 | -1 |
| Cc1ccc(C)c(C(=O)CCC(=O)Nc2cccnc2)c1 | 0.95 | 5 |
| Clc1ccc(Cl)c(OCCCCNCc2ccccc2)c1 | 1 | -1 |
| Cc1cccc(C(=O)Oc2csc(=S)n2C(=O)c2cccc(C)c2)c1 | 0.9 | 10 |
| O=C1NC2(CCCC2)N=C1c1ccc(F)cc1 | 1.1 | -8 |

Some of these compounds in order of the mouse IAP activators value, high to low.
| SMILES | mouse IAP activators Fold change | mouse IAP activators |
| --- | --- | --- |
| Cc1cccc(C(=O)Oc2csc(=S)n2C(=O)c2cccc(C)c2)c1 | 0.9 | 10 |
| Cc1ccc(C)c(C(=O)CCC(=O)Nc2cccnc2)c1 | 0.95 | 5 |
| CC(C)Nc1ncnc2c1nnn2Cc1ccccc1 | 1 | 0 |
| Clc1ccc(Cl)c(OCCCCNCc2ccccc2)c1 | 1 | -1 |
| Cn1c(=O)cc(SCC(=O)N2CCN(c3ccccn3)CC2)c2ccccc21 | 1.1 | -5 |
| O=C1NC2(CCCC2)N=C1c1ccc(F)cc1 | 1.1 | -8 |

The listing continues.
| SMILES | mouse IAP activators Fold change | mouse IAP activators |
| --- | --- | --- |
| CC[C@]12c3[nH]c4ccc(OC)cc4c3CCN1C(=O)C(CC(=O)NCCN1CCOCC1)C[C@@H]2C(=O)N1CCN(C(=O)C2CC2)CC1 (stereo partly specified) | 1.1 | -8 |
| C[C@@H]1C(c2cccc(Cl)c2)=NN(c2ccc(Br)cc2)[C@H]1C(=O)N1CCOC1=O | 1.1 | -13 |
| O=C(c1ccco1)N1CCN(S(=O)(=O)c2ccc(F)cc2)CC1 | 0.98 | 2 |
| CCN(CC)C(=O)[C@H]1C[C@H](CC(=O)NC/C=C(\C)CCC=C(C)C)C(=O)N2CCc3c([nH]c4cc(CCC(=O)N(C)C)ccc34)[C@]12C | 1.3 | -27 |
| c1ccc2oc(NC3=NCN(CC4CCCO4)CN3)nc2c1 (stereo unspecified) | 0.93 | 7 |
| Cc1ccc(-n2c(=O)[nH]cc(C(=O)N3CCc4ccccc43)c2=O)cc1 | 0.96 | 4 |
| CCCS(=O)(=O)N1CCN(S(=O)(=O)c2ccc(F)cc2)CC1 | 1.1 | -15 |
| O=C(Nc1ccc(OC(=O)c2ccccc2)c(-c2nc3ccccc3s2)c1)c1ccccc1 | 0.96 | 4 |
| CC1=C2C(CCS2(=O)=O)CC2(C1)C(=O)OC(C)(C)OC2=O (stereo unspecified) | 1.1 | -9 |
| CCOC(=O)C1=CNS(=O)(=O)NC1c1ccc(Br)cc1F (stereo unspecified) | 1 | -4 |
| CCN(CC)C(=O)[C@H]1CC(CC(=O)NCCN2CCOCC2)C(=O)N2CCc3c([nH]c4ccc(OC)cc34)[C@]12C (stereo partly specified) | 1.1 | -8 |
| CCc1ccccc1NC(=O)c1ccoc1C | 0.96 | 4 |
| O=C(CCS(=O)(=O)c1cccs1)Nc1ccc(C(=O)NCc2ccc(F)cc2)cc1 | 0.99 | 1 |
| Cc1ccccc1NC(=O)CN1CCC(n2nnc3ccccc32)CC1 | 0.95 | 5 |
| CCc1cccc(NC(=O)Cc2cn(C)c3ccccc23)c1 | 1.1 | -6 |
| O=c1[nH]c(NCCO)nc2ncn(Cc3ccccc3)c12 | 1 | -2 |
| O=C(Cc1ccc2ccccc2c1)NC(Cc1ccccc1)C(=O)O (stereo unspecified) | 1.2 | -15 |
| Cn1nc(CC(=O)Nc2ccc3c(c2)CCC3)c2ccccc2c1=O | 0.91 | 9 |
| O=C(Cn1c(=O)[nH]n(-c2ccccc2)c1=O)N1CCCc2ccccc21 | 1.1 | -9 |
| CCOC(=O)CCNC(=O)c1ccccc1Br | 0.91 | 9 |

Entries of single compounds as entered above.
O=C(Cn1c(=O)[nH]n(-c2ccccc2)c1=O)N1CCCc2ccccc21 is listed as mouse IAP activators Fold change: 1.1; mouse IAP activators: -9
Cn1nc(CC(=O)Nc2ccc3c(c2)CCC3)c2ccccc2c1=O is listed as mouse IAP activators Fold change: 0.91; mouse IAP activators: 9

Additional results:
| SMILES | mouse IAP activators Fold change | mouse IAP activators |
| --- | --- | --- |
| O=C(NCC(c1cccnc1)N1CCOCC1)c1cccs1 (stereo unspecified) | 0.96 | 4 |
| O=C(OC(C(=O)NC1CCCC1)c1ccncc1)C1=Cc2ccccc2OC1 (stereo unspecified) | 0.93 | 7 |
| COc1ccc(-c2noc(CCC(=O)N3CCN(c4cccc(C)c4)CC3)n2)cc1 | 1.1 | -13 |
| Nc1nonc1-c1nc2ccccc2n1CC(=O)N/N=C\c1ccc(-c2ccc(Cl)cc2)o1 | 0.93 | 7 |
| CCN(CC)S(=O)(=O)c1ccc(NC(=O)Cn2c(=O)sc3ccccc32)cc1 | 1.3 | -31 |
| COc1ccc(OC)c(Nc2cc(-c3ccccc3)nc(N)n2)c1 | 0.91 | 9 |
| CCOc1ccc(C2=NNC(c3cccs3)=Nc3ccc(OC)cc32)cc1 | 0.84 | 16 |
| O=C1c2ccccc2C(=O)N1CCCc1nc(-c2cccnc2)no1 | 0.97 | 3 |
| Cc1nn2c3ccccc3nc2c2ccccc12 | 0.97 | 3 |
| Cc1cc(C)c2c(n1)nn1c(N3CCN(c4ccccc4C)CC3)cc(C)nc21 | 1.2 | -18 |
| O=C1OCCN1C(=O)[C@H]1[C@H](c2ccc(Cl)cc2)C(c2ccccc2)=NN1c1ccc(Br)cc1 | 0.99 | 1 |
| FC(F)Sc1ccc(NC(=S)NCC2CCCCC2)cc1 | 1.4 | -45 |
| COc1ccc(NC(=O)c2ccco2)cc1NC(=O)c1ccc(C)cc1 | 0.92 | 8 |
| COc1ccccc1NC(=O)NS(=O)(=O)c1ccc(C)cc1 | 0.99 | 1 |
| O=C1Nc2ccccc2C(O)(C(=O)NCc2ccco2)N1c1ccccc1 (stereo unspecified) | 1.1 | -7 |
| COc1ccc(C(O)C(CN2CCOCC2)c2ccccc2)cc1 (stereo unspecified) | 1.1 | -6 |
| O=C(N/N=C/c1ccc(O)c(O)c1O)/C(=C/c1ccc([N+](=O)[O-])cc1)NC(=O)c1ccccc1 | 0.4 | 60 |

Assay outcomes (PubChem)

Not all compounds are listed, so the mix of outcomes need not match the whole.
